HUVEC prolif 384: inhibitors of HUVEC proliferation, primary screen, cell-based, 384-well | CellTiter-Glo luminescence, 72 h; active compounds read low | viability, % at 10 µM (by protocol) | hit rate 1.1% among 86,000;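 active = viability at or below 30%; inactive = viability above 30%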;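 also: 100% = median luminescence of DMSO-only cell control wells on each plate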
H69AR growth 86K: proliferation blockers of H69AR lung cancer cells, primary screen, cell-based, human, 86K library; H69AR lung tumor viability, ATP luminescence, 72 h; active compounds read low; AID 598, 2007; viability, % at 10 µM; hit rate 6% among 85,000;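 active = viability at or below 40%; inactive = viability above 40%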;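 also: multidrug resistant small cell line overexpressing MRP-1 efflux transporter; 100% = mean luminescence of untreated control wells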
ERa coact pot: enhancers of ERα–SRC-1 coactivator binding, primary screen, biochemical, TR-FRET, ERα LBD, low estradiol; Estrogen receptor (Homo sapiens), P03372; TR-FRET ERalpha-LBD/SRC-Cy5 coactivator binding, 2 h; 100 = basal binding, no effect; coactivator binding (% of control), % at 25.6 µM; hit rate 1.3% among 86,000; in the data active = activity above about 200%;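 also: binding measured in presence of low estradiol as agonist stimulus; 0% = peptide alone without receptor and 100% = receptor with peptide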
Smad3 FoxH1 inh: Smad3/FoxH1 peptide binding inhibitors, primary screen, biochemical, TR-FRET | inhibition, % at 25 µM | TR-FRET Smad3/Dy647-FoxH1 peptide binding, europium anti-His | Mothers against decapentaplegic homolog 3 (Homo sapiens), P84022 | AID 630, 2007 | hit rate 0.29% among 88,000;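 active = compounds that reduce the energy-transfer binding signal between the protein and its labelled peptide by more than half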;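 also: 0% = Smad3 plus labelled peptide maximal FRET and 100% = peptide-only background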
Target sequence (P84022 whole entry, looked up): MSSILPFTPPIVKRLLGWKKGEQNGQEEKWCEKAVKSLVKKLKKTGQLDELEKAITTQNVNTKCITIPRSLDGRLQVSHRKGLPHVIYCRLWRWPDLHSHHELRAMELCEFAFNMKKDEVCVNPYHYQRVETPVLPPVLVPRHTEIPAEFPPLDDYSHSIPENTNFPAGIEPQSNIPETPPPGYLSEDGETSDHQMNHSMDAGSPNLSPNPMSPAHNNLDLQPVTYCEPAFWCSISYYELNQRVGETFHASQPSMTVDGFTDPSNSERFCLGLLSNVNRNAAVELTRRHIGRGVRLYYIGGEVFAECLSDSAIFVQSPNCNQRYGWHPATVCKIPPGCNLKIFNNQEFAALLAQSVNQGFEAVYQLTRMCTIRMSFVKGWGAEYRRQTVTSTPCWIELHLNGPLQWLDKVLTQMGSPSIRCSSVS
Lung fibro prol: antiproliferative effect on LL 47 fibroblasts – human, LL 47 cells, CellTiter-Glo luminescence, primary screen; viability, % at 10 µM; LL 47 human lung fibroblast viability, ATP luminescence; active compounds read low; hit rate 1.1% among 85,000;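 active = viability at or below 50% in the single dose screen; inactive = viability above 50%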;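 also: compound exposure lasted 72 h before the ATP readout; 100% = median luminescence of untreated cell-only wells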
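material = human LL 47 lung fibroblast cells | dosing = compounds added from tenfold dosing solution, 0.1% DMSO final | timing = overnight cell rest, 72 h compound treatment at 37 °C | measured by = CellTiter-Glo luminescence measuring cellular ATP | evaluation = % viability versus median cells-only luminescence | control set = cell-only wells, no compound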
ERa coact inh: ERα–SRC-1 coactivator interaction inhibitors, primary screen, biochemical, TR-FRET, ERα LBD, estradiol-bound; TR-FRET ER-alpha LBD / SRC-1 peptide; inhibition, % at 25.6 µM; hit rate 1.7% among 86,000; AID 629, 2007; in the data active = inhibition above about 50%;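 also: 0% = receptor plus peptide control and 100% = peptide only without receptor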
MT1-MMP txn act: MT1-MMP promoter reporter activation – cell-based, luciferase luminescence, primary screen; HT1080 MT1-MMP promoter luciferase reporter, overnight; active compounds read high; activation factor at 10 µM; hit rate 0.16% among 86,000; AID 750, 2007;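 active = activation factor of at least 2 for MT1-MMP transcription at 10 µM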
Mac1 fbg enh: enhancers of CD11b/CD18 adhesion to fibrinogen, primary screen, K562 cells, luminescence; ATPlite luminescence; Integrin beta-2 (Homo sapiens) + Integrin alpha-M (Homo sapiens), P05107+P11215; AID 1499, 2009; hit rate 0.07% among 93,000; activation, % at 10 µM;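 active = 10 µM primary screen giving 50% or more activity, confirmed by 40% or more on retest at that dose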; also: strong numbers were not always called active
ERb coact inh: inhibitors of ERβ-SRC1 coactivator interaction, primary screen, biochemical, TR-FRET, ERβ LBD, SRC-1 peptide | Estrogen receptor beta (Homo sapiens), Q92731 | TR-FRET ER-beta LBD / SRC1-Cy5 peptide binding; receptor agonist-loaded with 1 µM estradiol | AID 633, 2007 | inhibition, % at 25.6 µM | hit rate 1.3% among 86,000;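 active = compounds whose percent inhibition of the receptor-coactivator binding signal exceeds about 50% in the single-dose screen, limit read from the data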;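 also: 0% = receptor plus peptide wells without compound and 100% = peptide-only wells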
Target sequence (Q92731 whole entry, looked up, the tested form may be a part): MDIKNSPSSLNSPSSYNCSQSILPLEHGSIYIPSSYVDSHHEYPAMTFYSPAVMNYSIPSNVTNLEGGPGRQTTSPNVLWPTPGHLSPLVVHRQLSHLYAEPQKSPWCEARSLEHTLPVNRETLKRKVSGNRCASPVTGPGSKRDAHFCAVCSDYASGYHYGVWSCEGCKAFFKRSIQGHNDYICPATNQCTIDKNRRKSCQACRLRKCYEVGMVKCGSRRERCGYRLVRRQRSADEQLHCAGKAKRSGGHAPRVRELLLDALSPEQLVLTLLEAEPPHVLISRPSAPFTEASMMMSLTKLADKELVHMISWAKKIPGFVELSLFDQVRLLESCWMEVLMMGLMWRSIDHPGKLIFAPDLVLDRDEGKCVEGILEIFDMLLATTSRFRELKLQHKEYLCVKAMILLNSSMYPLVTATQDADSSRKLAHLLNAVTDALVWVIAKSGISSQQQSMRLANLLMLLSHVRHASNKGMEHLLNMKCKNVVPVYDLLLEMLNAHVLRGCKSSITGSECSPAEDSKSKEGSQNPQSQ
Starred values were filed as active, the others as inactive; x = not tested or not shown; [ ] = dose if it differs, or a comment. This is a subset (hit frequency here may not be typical).

SMILES	HUVEC prolif 384	H69AR growth 86K	ERa coact pot	Smad3 FoxH1 inh	Lung fibro prol	ERa coact inh	MT1-MMP txn act	Mac1 fbg enh	ERb coact inh
CCCOc1ccc(N2C(=O)CC(N(Cc3ccc(S(N)(=O)=O)cc3)C(=O)CC)C2=O)cc1 (centres undefined)	92	95	126	-3	104	-3	1.4	-2	-3
COCCOC(=O)c1[nH]c2c(c1C)C(=O)CC(c1ccco1)C2 (centres undefined)	45	26*	139	2	53	51*	0.3	-3	50[fluorescence artefact?]
Cc1oc(-c2cccc(Cl)c2)nc1CN1CCCC(C(=O)NCCCN2CCOCC2)C1 (centres undefined)	80	80	100[fluorescence artefact?]	6	104	-3[fluorescence artefact?]	1.1	x	-5[fluorescence artefact?]
Cc1ccccc1CS(=O)(=O)c1cnc2ccccc2n1	74	16*	109	-8	76	2[fluorescence artefact?]	x	-2	-12
CCN(Cc1nc2cc(OC)c(OC)cc2c(=O)[nH]1)C(=O)c1ccc(S(=O)(=O)N(C)C)cc1	97	86	120	-3	95	1	0.9	0	3
CCCCC(=O)Nc1ccc(NC(=O)CCCC)nc1	91	89	106	1	102	1[fluorescence artefact?]	1.3	1	2[fluorescence artefact?]
O=C1CSC(=S)N1c1cccnc1	94	101	106	-1	103	-6	1.1	-5	-9
O=C(OCc1cc(=O)n2cc(Br)ccc2n1)C1COc2ccccc2O1 (centres undefined)	98	102	77[fluorescence artefact?]	3	99	34[fluorescence artefact?]	1.1	-1	28
Cc1nc2cc(NC(=O)NCCC3=CCCCC3)ccc2o1	102	88	110	-3	95	-10	1.2	-2	-9
O=C(NCc1ccco1)C1CCN(C(=O)Cc2ccccc2)CC1	104	94	131	8	100	0	1.1	10	-2
Cc1ccc(CNC(=O)CN2CCC(C(N)=O)CC2)cc1	101	92	116	10	95	-3	1.1	-2	0
Nc1nncn1C(=O)c1cccs1	98	87	106	3	101	7	1.1	0	-7
COc1ccccc1N1CCN(C(CNS(=O)(=O)c2cccs2)c2cccnc2)CC1 (centres undefined)	98	88	94	7	94	11	1.1	-4	2
CCOC(=O)CSc1nc2ccc(Nc3nc(N4CCOCC4)nc(N4CCOCC4)n3)cc2s1	90	46	93	12	94	12	1	x	-4
COc1cc(C(=O)Nc2nnc(C)s2)cc(OC)c1OC	89	89	101	12	100	4[fluorescence artefact?]	1.1	1	-4

A draw from above in order of length of the SMILES, smallest number first.
SMILES	HUVEC prolif 384	H69AR growth 86K	ERa coact pot	Smad3 FoxH1 inh	Lung fibro prol	ERa coact inh	MT1-MMP txn act	Mac1 fbg enh	ERb coact inh
Nc1nncn1C(=O)c1cccs1	98	87	106	3	101	7	1.1	0	-7
O=C1CSC(=S)N1c1cccnc1	94	101	106	-1	103	-6	1.1	-5	-9
CCCCC(=O)Nc1ccc(NC(=O)CCCC)nc1	91	89	106	1	102	1[fluorescence artefact?]	1.3	1	2[fluorescence artefact?]
Cc1ccccc1CS(=O)(=O)c1cnc2ccccc2n1	74	16*	109	-8	76	2[fluorescence artefact?]	x	-2	-12
Cc1nc2cc(NC(=O)NCCC3=CCCCC3)ccc2o1	102	88	110	-3	95	-10	1.2	-2	-9
Cc1ccc(CNC(=O)CN2CCC(C(N)=O)CC2)cc1	101	92	116	10	95	-3	1.1	-2	0
O=C(NCc1ccco1)C1CCN(C(=O)Cc2ccccc2)CC1	104	94	131	8	100	0	1.1	10	-2
COCCOC(=O)c1[nH]c2c(c1C)C(=O)CC(c1ccco1)C2 (centres undefined)	45	26*	139	2	53	51*	0.3	-3	50[fluorescence artefact?]
COc1ccccc1N1CCN(C(CNS(=O)(=O)c2cccs2)c2cccnc2)CC1 (centres undefined)	98	88	94	7	94	11	1.1	-4	2
Cc1oc(-c2cccc(Cl)c2)nc1CN1CCCC(C(=O)NCCCN2CCOCC2)C1 (centres undefined)	80	80	100[fluorescence artefact?]	6	104	-3[fluorescence artefact?]	1.1	x	-5[fluorescence artefact?]
CCOC(=O)CSc1nc2ccc(Nc3nc(N4CCOCC4)nc(N4CCOCC4)n3)cc2s1	90	46	93	12	94	12	1	x	-4
CCCOc1ccc(N2C(=O)CC(N(Cc3ccc(S(N)(=O)=O)cc3)C(=O)CC)C2=O)cc1 (centres undefined)	92	95	126	-3	104	-3	1.4	-2	-3
CCN(Cc1nc2cc(OC)c(OC)cc2c(=O)[nH]1)C(=O)c1ccc(S(=O)(=O)N(C)C)cc1	97	86	120	-3	95	1	0.9	0	3

Going on with the list:
SMILES	HUVEC prolif 384	H69AR growth 86K	ERa coact pot	Smad3 FoxH1 inh	Lung fibro prol	ERa coact inh	MT1-MMP txn act	Mac1 fbg enh	ERb coact inh
CCCCC(=O)NCCNc1nc2c(c(=O)n(C)c(=O)n2C)n1Cc1ccccc1	104	97	98	11	102	-11	1.1	-2	0
COc1ccc(N2CCCCn3c2nc2c3c(=O)n(C)c(=O)n2C)cc1	106	77	107	5	99	6	1.1	-2	5
CC(C)Oc1ccc(C(=O)NC2CCS(=O)(=O)C2)cc1 (centres undefined)	89	86	98[fluorescence artefact?]	-4	96	0	1.1	x	9
CSc1cc(C)nc(N(C)C(C)=O)n1	95	86	114	-2	96	-6	1.1	-3	-4
CC(C)C(NC(=O)c1ccc(Cl)cc1)C(=O)O (centres undefined)	84	111	100	11	101	-2	1.1	1	-2
Cn1cnnc1SCCC(=O)Nc1ccc(Cl)cc1	101	91	114[fluorescence artefact?]	-9	99	-14[fluorescence artefact?]	1.3	x	-13
O=C(CCC1CCCC1)N1CCN(C(=O)C2CC2)CC1	93	100	128	0	101	-13	1.1	x	10
COC(=O)CNC(=O)C(C)NC(=O)CNC(=O)OCc1ccccc1 (centres undefined)	89	99	120	-4	87	5	1	x	0
Nc1nnc(Cc2ccc(Cl)cc2Cl)s1	89	92	98[fluorescence artefact?]	14[fluorescence artefact?]	98	-12	1.1	0	-20
Cc1ccc(C2CC(C(F)(F)F)n3nc(C(=O)NCC4CCCO4)cc3N2)cc1 (centres undefined)	96	98	131[fluorescence artefact?]	0	97	-13[fluorescence artefact?]	1.1	-2	-2
CCn1c(-c2cc(OC)ccc2OC)csc1=Nc1c(C)n(C)n(-c2ccccc2)c1=O	98	x	140	9[fluorescence artefact?]	104	2	1	x	6
CC1CC(=O)N(CC(=O)NCc2ccco2)c2ccccc2S1 (centres undefined)	99	84	103	-20	97	-6	1.2	-2	2[fluorescence artefact?]
COc1ccc(NC(=O)C2CCN(S(=O)(=O)c3ccc(C)cc3)CC2)cc1OC	89	97	129	1	x	-13	1.2	-5	-4
O=C1CC(NCCN2CCOCC2)C(=O)N1Cc1ccc(N2CCCC2=O)cc1 (centres undefined)	100	96	100	-7	106	-10	1	x	3
COc1ccc(CC(=O)c2ccc(O)cc2O)cc1OC	84	91	89	-2	92	1	1.2	-3	2
COc1ccc(OCc2nc(C#N)c(N3CCN(c4ccc(OC)cc4)CC3)o2)cc1	109	83	123	11	109	-3	1.1	x	-9[fluorescence artefact?]
O=C(CC(Nc1ccc(Cl)cc1)C(=O)O)c1ccccc1 (centres undefined)	61	104	103	-3	88	-62	1.9	x	-3
Cn1c(=O)oc2cc(S(=O)(=O)N3CCN(c4ccc(F)cc4)CC3)ccc21	113	110	99	0	97	15	1	0	-1
O=C(c1nsnc1-c1ccccc1O)N1CCCCC1	102	79	103	20	101	-13	1.1	x	-13
CCOc1ccc(OCC)c(S(=O)(=O)NCc2cccnc2)c1	110	97	85	-1	97	2	1.1	x	7
CCN(CC)c1ccc(NC(=O)CN2CCN(c3nc(C)cc(C)n3)CC2)cc1	70	81	106	2	91	1[fluorescence artefact?]	1.1	-4	1
O=C1CS/C(=N\c2ccccn2)N1C1CCCCC1	97	91	94	-16[fluorescence artefact?]	92	-8	1	-8	-4
Cc1ccccc1NC(=O)CSCCO	90	102	108	11	100	-33[fluorescence artefact?]	0.9	1	-13[fluorescence artefact?]
C=CCNc1nc2c(c(=O)[nH]c(=O)n2C)n1CCCCC	92	103	121	0	102	-4	1.1	-4	1
CCOC(=O)N1CCN(c2c(N3CCN(c4ccc(OC)cc4)CC3)c(=O)c2=O)CC1	103	93	134	-2	96	-6	x	-1	-1
CCn1c(SCCC(C)C)nnc1-c1c[nH]c2ccccc12	76	68	85	7	90	9	1.2	3	-11[fluorescence artefact?]
C=CCN(C)CCCNC(=O)/C=N/O	75	91	107	-3	103	-8	1	1	-5
Cc1cc(C)n(-c2nc3ccccc3nc2N2CCC(C)CC2)n1	120	90	97	3	94	-6	x	-1	-11
N#CCCCCn1c(-c2cncs2)nc2ccccc21	97	83	126	8	86	8	0.9	1	1
COc1ccc(C(=O)Nn2cnnc2)cc1	93	99	93	10	99	-6	1.1	-3	-2
O=C(CSc1nc2scc(-c3ccco3)c2c(=O)n1-c1ccccc1)N1CCOCC1	76	89	112	-10[fluorescence artefact?]	76	-1	1	0	-6
CCCCN(C)C(=O)C1CCN(C/C(C)=C/c2ccccc2)CC1	94	85	117	-3	101	-4	1.1	-1	20
CC(CCc1ccccc1)NC(=O)CSc1nnnn1C (centres undefined)	100	90	112	-6	103	-4	1.2	1	-1
Cc1cc(NC(=O)CSc2nc3c(sc4ccccc43)c(=O)n2CCCN2CCOCC2)n[nH]1	85	33*	81	-10	39*	6	1.1	-3	-7
CN1CCN(S(=O)(=O)c2ccc3ccccc3c2)CC1	98	100	130	3	94	-5	1.1	-4	-7
CC(=O)n1cc(-c2ccncc2)c2ccccc21	25*	68	118	2	86	-9	x	3	-2
Cc1ccc(N(CC(N)=O)C2SC(=O)N(C)C2=O)cc1 (centres undefined)	100	94	100	-5	110	-7	1	-2	-4
COCCOc1nc2c(c(=O)n(C)c(=O)n2C)n1Cc1cccc(OC)c1	95	84	104	8	97	0	1	-2	8
CCN1CC=C2C(C#N)=C(N)C(C#N)(C#N)C(CCc3ccccc3)C2C1 (centres undefined)	94	70	88	-4	102	-2	1.2	-3	-12
COc1ccc(C(=O)N2CCc3ccccc32)cc1	95	98	102	0	92	-11	1.7	x	-8[fluorescence artefact?]
Cc1ccc(C(=O)c2cc(C)sc2NC(=O)CN2CCN(C(=O)c3ccco3)CC2)cc1	70	28*	103	8	86	-4	1	0	6[fluorescence artefact?]
Cn1cccc1C(C(=O)NC1CCCCC1)N(C(=O)Cc1cccs1)C1CC1 (centres undefined)	100	90	132[fluorescence artefact?]	2	92	1	1.2	-3	-4

Molecules shown so far that contain fluorine (two):
SMILES	HUVEC prolif 384	H69AR growth 86K	ERa coact pot	Smad3 FoxH1 inh	Lung fibro prol	ERa coact inh	MT1-MMP txn act	Mac1 fbg enh	ERb coact inh
Cc1ccc(C2CC(C(F)(F)F)n3nc(C(=O)NCC4CCCO4)cc3N2)cc1 (centres undefined)	96	98	131[fluorescence artefact?]	0	97	-13[fluorescence artefact?]	1.1	-2	-2
Cn1c(=O)oc2cc(S(=O)(=O)N3CCN(c4ccc(F)cc4)CC3)ccc21	113	110	99	0	97	15	1	0	-1
